PhoP GFP inhibition: PhoP regulon inhibitors, Salmonella typhi PhoP promoter GFP reporter, confirmatory (AID 1850) | Salmonella Typhi PhoP-promoter GFP reporter, fluorescence, 4 h; higher % means a stronger effect | inhibition, % at 50 µM, or IC50 in µM where a hit was titrated | 0.33% of 310,000 active; in the data active means a potency from the dose series; inconclusive means inhibition mostly from about 25% at the one dose, without a potency; inactive means the rest, 99 in 100 with inhibition below about 19%;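 further: 0% = induced wells with vehicle and 100% = uninduced wells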
influenza NS1A: H1N1 influenza NS1A inhibitors, functional cell based assay (AID 504329). 0.3% of 340,000 active. inhibition, % at 12.5 µM; hits with a dose series show IC50 in µM. NS1A functional cell-based assay, percent inhibition; higher % means a stronger effect; in the data active means a potency from the dose series; inconclusive means inhibition above about 27% without an active follow-up result; further: strong numbers were not always called active
VEEV TC-83 Vero: inhibitors of VEEV TC-83 cytopathic effect, confirmation, Vero cells (AID 588727). Vero cells, VEEV TC-83 cytopathic effect inhibition; higher % means a stronger effect. inhibition, % at 20 µM; hits with a dose series show IC50 in µM. 0.13% of 350,000 active; in the data active means a potency from the dose series; inconclusive means inhibition mostly from about 14% at the one dose, without a potency; inactive means the rest, 99 in 100 with inhibition below about 12%; further: strong numbers were not always called active
H37Rv inhibition: M. tuberculosis growth inhibition, HTS (AID 449762). M. tuberculosis H37Rv growth inhibition, 7H9 media; higher % means a stronger effect. inhibition, % at 25 µM, or IC50 in µM where a hit was titrated. 0.59% of 330,000 active; in the data active means a potency from the dose series; inconclusive means inhibition above about 70% without an active follow-up result;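 further: bacterial growth assessed after seven days of incubation; strong numbers were not always called active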
tuberculosis growth: growth inhibition of non-replicating M. tuberculosis (AID 488890) | Mycobacterium tuberculosis non-replicating, growth inhibition; higher % means a stronger effect | inhibition, % at 25 µM, or IC50 in µM where a hit was titrated | 0.39% of 320,000 active; in the data active means a potency from the dose series; inconclusive means inhibition mostly from about 82% at the one dose, without a potency; inactive means the rest, 99 in 100 with inhibition below about 76%;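 further: plate controls were DMSO cells for no effect and high antibiotic wells for full effect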
VEEV TC-83 Vero 10K pilot screen: further read-out of VEEV TC-83 Vero, marked with its call; inhibition, %; measured here: 10K pilot screen inhibition
The depositor's hits bear a star; i = inactive; ? = inconclusive; . = not tested or not shown.

The opening 7 entries (preview)
SMILES	PhoP GFP inhibition	influenza NS1A	VEEV TC-83 Vero	H37Rv inhibition	tuberculosis growth	others
CCN(CC)C(=O)C1CCC(C)(C(=O)O)C1(C)C (stereo unspecified)	-1%	20%	2.4%	-15%	0%
OCCC1CN(Cc2cnn(-c3ccccc3Cl)c2)CCN1Cc1ccsc1 (stereo unspecified)	1%	-1%	0.2%	3%	6%
Cc1nc(NCCN2CCOCC2)c2nnn(Cc3ccccc3Cl)c2n1	1%	-12%	4.7%	-4%	-10%
COc1ccc(CCNc2cc(C)nc3c(-c4ccccc4)c(C)nn23)cc1OC	8%	9%	11%	?	?
CCC(=O)N1N=C(c2ccc(NS(=O)(=O)c3ccc(C)cc3)cc2)CC1c1ccco1 (stereo unspecified)	.	-9%	6.2%	3%	5%
COc1ccc(N2CCN(S(=O)(=O)c3cc4c(cc3C)N(C(C)=O)CCO4)CC2)cc1	-7%	-6%	0.5%	-8%	3%	VEEV TC-83 Vero 10K pilot screen=0.6
COc1ccc(Nc2nc3ccccc3nc2C)cc1	-10%	-1%	0.9%	67%	40%

The whole of this part, from the first entry:
SMILES	PhoP GFP inhibition	influenza NS1A	VEEV TC-83 Vero	H37Rv inhibition	tuberculosis growth	others
CCN(CC)C(=O)C1CCC(C)(C(=O)O)C1(C)C (stereo unspecified)	-1%	20%	2.4%	-15%	0%
OCCC1CN(Cc2cnn(-c3ccccc3Cl)c2)CCN1Cc1ccsc1 (stereo unspecified)	1%	-1%	0.2%	3%	6%
Cc1nc(NCCN2CCOCC2)c2nnn(Cc3ccccc3Cl)c2n1	1%	-12%	4.7%	-4%	-10%
COc1ccc(CCNc2cc(C)nc3c(-c4ccccc4)c(C)nn23)cc1OC	8%	9%	11%	?	?
CCC(=O)N1N=C(c2ccc(NS(=O)(=O)c3ccc(C)cc3)cc2)CC1c1ccco1 (stereo unspecified)	.	-9%	6.2%	3%	5%
COc1ccc(N2CCN(S(=O)(=O)c3cc4c(cc3C)N(C(C)=O)CCO4)CC2)cc1	-7%	-6%	0.5%	-8%	3%	VEEV TC-83 Vero 10K pilot screen=0.6
COc1ccc(Nc2nc3ccccc3nc2C)cc1	-10%	-1%	0.9%	67%	40%
Cc1n(CC(=O)c2ccc(F)cc2)c2ccccc2[n+]1C	-3%	-2%	i	0%	-4%
CS(=O)c1ccccc1-c1nc(-c2ccc([N+](=O)[O-])cc2)no1 (stereo unspecified)	.	-2%	0.5%	.	.
CCNC(=S)N/N=C/c1c(C)nn(-c2cccc(Cl)c2)c1Cl	-3%	-8%	i	-1%	-1%
O=C(N1CCN(c2ccc(F)cc2)CC1)C12CC3CC(CC(C3)C1)C2	0%	13%	2.6%	6%	2%
O=C(Nc1nc(-c2nc3ccccc3s2)cs1)C1CC1	-3%	28%	12%	1%	.
C/C=C(\C)C(=O)NCCN1C2=NC[C@H](C(C)C)N2C[C@@H]1Cc1ccc(OC)cc1	0%	14%	0.5%	-2%	-27%	VEEV TC-83 Vero 10K pilot screen=0.2
CCC(=O)Nc1ccc(OC)cc1OC	4%	-2%	2.0%	-7%	1%
CN(C(=O)COC(=O)CNC(=O)C12CC3CC(CC(C3)C1)C2)C1CCS(=O)(=O)C1 (stereo unspecified)	5%	14%	i	2%	-11%	VEEV TC-83 Vero 10K pilot screen=0.8
CC(C)CCN1CCN(C2CCN(c3ccccc3)CC2)CC1CCO (stereo unspecified)	-9%	-2%	i	4%	23%
COC(=O)C1=C(C)N(CCCC(=O)O)C(=O)NC1c1cc2c(cc1[N+](=O)[O-])OCO2 (stereo unspecified)	1%	-3%	0.4%	0%	-12%
CCOc1ccc(N(C)S(=O)(=O)c2ccc3[nH]cc(C(=O)NCC(OC)OC)c(=O)c3c2)cc1	3%	-20%	6.3%	-2%	19%
O=C(CCN1C(=O)c2ccccc2C1=O)Nc1ccc(F)cc1F	-12%	5%	i	-3%	-6%
COc1cc(NC(=O)c2cccc(NC3=NC4CS(=O)(=O)CC4S3)c2)cc(OC)c1OC (stereo unspecified)	-4%	2%	0.9%	0%	-23%
COc1ccc(/C(C)=N/OC/C(O)=C(\C#N)c2nc3ccccc3[nH]2)cc1	-4%	1%	i	-2%	4%
COCc1cc(/C=N\NC(=O)Cc2ccc(OC)cc2)ccc1OC	2%	-2%	0.3%	-2%	0%
COc1cc2cc(C#N)c(SCC(=O)N3CCOCC3)nc2cc1OC	8%	3%	5.5%	5%	9%
CCOC(=O)CC1C(=O)NCCN1C(=O)NC1CCCCC1 (stereo unspecified)	-7%	0%	i	-5%	3%
Cc1ccc(C)c(-n2cc(-c3ccc(Cl)cc3)nc2SCC(=O)NC2CCS(=O)(=O)C2)c1 (stereo unspecified)	2%	12%	2.4%	6%	14%
CCOC(=O)c1ccc(Nc2ncnc3ccccc23)cc1	-2%	-6%	7.0%	4%	65%
Cc1cccc(NC(=O)c2ccc(S(=O)(=O)N3CCCCC3)cc2)c1	-6%	25%	7.8%	-14%	13%
O=C1NC(=O)N(c2ccc(Cl)cc2)C(=O)/C1=C/c1coc2ccc(O)cc2c1=O	4%	15%	0.4%	5%	-5%
CCOC(=O)c1oc2c(CN3CCN(CCO)CC3)c(O)c(CC)cc2c(=O)c1-c1nc2ccccc2s1	12%	3%	0.4%	-7%	-15%
C/C(=N\NC(=O)c1ccc(N(C)C)cc1)c1cccnc1	3%	19%	1.2%	0%	9%
O=[N+]([O-])c1cc(C=Nc2cccc3c(O)cccc23)ccc1Cl	8%	.	.	10%	?
O=[N+]([O-])c1cc(Cl)ccc1N1CCN(c2ccccc2O)CC1	0%	.	i	29%	16%
COc1ccc(-n2cnnc2SCC(=O)N(C)C2CCS(=O)(=O)C2)cc1 (stereo unspecified)	-6%	3%	i	6%	0%
O=C(CS(=O)(=O)c1cccc(Cl)c1)Nc1ccccc1Cl	-2%	-3%	4.0%	-3%	55%
COc1ccc(CCC(=O)OCC(=O)NCc2ccc3c(c2)OCO3)cc1	.	-11%	0.6%	3%	26%
CC/C(=N\NC(=O)c1ccccc1O)c1c(O)n(C2CCCCC2)c(=O)[nH]c1=O	2%	-1%	0.6%	3%	10%
Cc1nn(-c2ccccc2)c(C)c1NC(=O)COC(=O)c1ccccc1	.	-7%	0.9%	3%	12%
CC(Oc1ccc(F)cc1)C(=O)Nc1ccccc1C(=O)NC1CC1 (stereo unspecified)	4%	-1%	9.3%	2%	-1%
CC(OC(=O)CN1C(=O)NC2(CCCC2)C1=O)C(=O)Nc1cccc(Cl)c1Cl (stereo unspecified)	2%	-5%	1.2%	-2%	-10%
O=C(CNc1ccc2ccccc2c1)N/N=C/c1ccccn1	-2%	.	0.2%	?	57%
CN(C(=O)COC(=O)C1COc2ccccc2O1)c1c(N)n(Cc2ccccc2)c(=O)[nH]c1=O (stereo unspecified)	-5%	-4%	0.4%	3%	-5%
CCn1c(-c2ccc(OC)c(OC)c2)n[nH]c1=S	0%	-11%	2.3%	-1%	1%
COC(=O)c1cc(=O)n(CCc2ccc(OC)cc2)c(=Nc2ccc(F)c(Cl)c2)s1	5%	-8%	14%	-1%	58%
O=C(COc1ccc(Cl)cc1Cl)N/N=C/C1CC=CCC1 (stereo unspecified)	8%	4%	3.5%	-1%	12%
NC(=O)c1cc(S(=O)(=O)N2CCCC2)ccc1OCCOc1ccccc1	.	-8%	3.7%	4%	-7%
COc1cc2c(cc1OC)C(c1cc(OC)c(OC)c(OC)c1)NCC2 (stereo unspecified)	3%	-30%	2.6%	4%	-4%
Cc1ccccc1C(=O)NC1CCN(C(=O)NC2CCCCC2)CC1	1%	0%	0.3%	3%	-10%
Cc1cccnc1Nc1nc(-c2ccccc2)cs1	-5%	-4%	3.6%	16%	22%
O=C(CN(C(=O)CCC(=O)Nc1nccs1)c1ccc(F)c(Cl)c1)NCC1CCCO1 (stereo unspecified)	-10%	3%	1.0%	12%	-4%
CSCCC(NC(=O)c1ccc(Cl)cc1)C(=O)O (stereo unspecified)	5%	1%	2.0%	2%	8%
CC1(C)C(=O)Nc2ccccc2N1C(=O)COC(=O)c1cccc(O)c1	.	-7%	8.7%	-8%	5%
O=C(O)c1cc(S(=O)(=O)N2CCCCC2)ccc1N1CCOCC1	.	-3%	i	0%	-7%
O=C(CCNc1cccc(Cl)c1)c1ccco1	-6%	-12%	i	?	5.4µM*
Cc1ccc(N2CCN(C3=NC(=O)/C(=C\c4cccs4)S3)CC2)cc1	-9%	10%	0.7%	?	31%
Cc1oc2c(c(C)cc3oc(=O)c(CC(=O)N[C@@H](CCCNC(N)=O)C(=O)O)c(C)c32)c1C	-14%	-6%	0.1%	9%	-8%
O=c1cc(-c2ccccc2Cl)oc2cccc(O)c12	-1%	10%	0.0%	1%	.
CCN1CCN(S(=O)(=O)c2ccc(OC)c(Br)c2)CC1	-4%	4%	1.2%	-8%	-4%
Cc1cc(OCc2cc(C(=O)N(Cc3nccn3C)C(C)C)no2)cc(C)c1Cl	4%	0%	1.0%	4%	41%
O=C(Nc1cccnc1)c1ccc(Br)c(S(=O)(=O)N2CCCC2)c1	1%	-3%	1.4%	-9%	47%
CCCCNCC1C(Oc2ccc(Cl)cc2)C(=O)N1c1ccccc1C (stereo unspecified)	7%	4%	i	11%	63%

2 consecutive entries out of the list so far:
SMILES	PhoP GFP inhibition	influenza NS1A	VEEV TC-83 Vero	H37Rv inhibition	tuberculosis growth	others
CN(C(=O)COC(=O)C1COc2ccccc2O1)c1c(N)n(Cc2ccccc2)c(=O)[nH]c1=O (stereo unspecified)	-5%	-4%	0.4%	3%	-5%
CCn1c(-c2ccc(OC)c(OC)c2)n[nH]c1=S	0%	-11%	2.3%	-1%	1%

Remaining list, next part:
SMILES	PhoP GFP inhibition	influenza NS1A	VEEV TC-83 Vero	H37Rv inhibition	tuberculosis growth	others
N#CCc1c(C#N)c(N)nc(N2CCN(c3ccc(F)cc3)CC2)c1C#N	-11%	2%	1.2%	4%	44%
O=C(Nc1cccnc1)c1cnc2ccccc2n1	0%	-10%	2.4%	-7%	-7%
O=C(COC(=O)c1ccccc1NCCO)NCCC1=CCCCC1	-2%	-8%	3.5%	6%	11%
CCOc1ccc(CCNC(=O)CN2C(=O)NC3(CCCCCC3)C2=O)cc1OCC	.	-10%	i	-4%	18%
Oc1ccccc1-c1nnc(COc2ccc(Cl)cc2Cl)o1	-4%	4%	i	2%	-50%
Cc1ccc(NC(=O)NCc2ccc3c(c2)OCO3)c(C)c1	-10%	2%	0.1%	4%	22%
CC1Cc2ccccc2N1C(=O)COc1ccc2c(c1)OCO2 (stereo unspecified)	-6%	18%	0.4%	-4%	38%
O=C(NCc1ccccc1)C1=C[C@H](c2ccc(Br)cc2)C[C@H](OCc2ccc(CO)cc2)O1	1%	-10%	4.6%	-6%	16%
Cc1cc(N(C)C)nc(Nc2ccccc2)n1	.	-3%	4.8%	-9%	40%
Cc1ccc(S(=O)(=O)c2cc(N3CCOCC3)nc(-c3ccccc3)n2)cc1	-6%	-7%	0.7%	-10%	-3%
Cc1csc(SCC(=O)NC2CCCCC2)n1	5%	3%	0.8%	-2%	26%
CCCCn1c(SCC(=O)NC(=O)NCc2ccco2)nc2cc(S(N)(=O)=O)ccc21	-7%	2%	i	9%	26%
Cc1cccc2cc(=O)[nH]c(C)c12	0%	0%	1.6%	-5%	7%
COc1ccc(CNC(=O)C(C)N2C(=O)NC3(CCCCCCC3)C2=O)cc1 (stereo unspecified)	.	-10%	0.2%	.	.
Oc1c(Br)c(Br)c(Br)c(Br)c1Br	.	-11%	1.1%	5%	?
CC1(C)Cc2cccc(OCC(=O)Nc3cccnc3Cl)c2O1	-7%	-1%	8.6%	1%	-3%
Cc1ccc(S(=O)(=O)N2CCC(C(=O)Nc3ccc(S(=O)(=O)N4CCOCC4)cc3)CC2)cc1	.	-10%	2.4%	.	.
COc1ccc(OC)c(S(=O)(=O)N2CCC(C(=O)NCc3ccc4c(c3)OCO4)CC2)c1	-9%	-2%	1.6%	-1%	-8%
Cn1c(=O)n(-c2cccc(Cl)c2)c(=O)c2c3c(sc21)COC(C)(C)C3	-13%	-7%	2.3%	2%	-2%
Cn1nc([N+](=O)[O-])nc1Oc1ccc2ccccc2c1	0%	16%	3.3%	-5%	-8%
CCN(CC)S(=O)(=O)c1ccc(C(=O)OCCNC(=O)c2cccnc2)cc1	1%	2%	0.2%	-1%	5%
COC(=O)[C@@]12CCCCN1[C@H](c1ccc(-c3ccc4c(c3)OCO4)c(OC)c1)[C@@H]1C(=O)N(C)C(=O)[C@@H]12	3%	-3%	5.8%	7%	12%
Cc1ccn2c(=O)c(C(=O)NCCC3=CCCCC3)c(O)nc2c1	-3%	5%	0.7%	14%	48%
O=[N+]([O-])c1ccc(Cl)c(-c2ccc(/C=N/n3cnnc3)o2)c1	-1%	4%	0.3%	-2%	-6%

Source: PubChem (Southern Research Specialized Biocontainment Screening Center)
